FBPA Giardia inh: Giardia lamblia aldolase inhibition | purified Giardia FBPA | 0.71% of 290,000 active | AID 2451 | A8B2U2 | Potency, µM (doses to about 59.6 µM), for inactives: top-dose activity, negative = inhibition, actives largely listed as inhibitors; further: potency means the concentration at half of the fitted maximal effect; on the % scale 0 is the no-effect control and ±100 the full control effect; nearly all actives have a fitted effect of over 55% in size
Target sequence (A8B2U2 whole entry, looked up): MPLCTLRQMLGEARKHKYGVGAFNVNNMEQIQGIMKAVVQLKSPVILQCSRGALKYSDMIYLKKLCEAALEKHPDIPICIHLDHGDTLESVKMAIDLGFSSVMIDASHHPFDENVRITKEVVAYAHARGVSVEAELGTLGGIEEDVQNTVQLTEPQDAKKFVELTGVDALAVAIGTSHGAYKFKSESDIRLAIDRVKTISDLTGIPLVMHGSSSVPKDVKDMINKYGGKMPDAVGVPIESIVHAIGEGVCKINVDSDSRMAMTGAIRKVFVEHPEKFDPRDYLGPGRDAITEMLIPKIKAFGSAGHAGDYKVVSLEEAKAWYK
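40 nM FBPA preincubated 10 min at RT with compound (up to 57.5 uM final), then substrate plus GAPDH/TPI/NAD/arsenate coupling and diaphorase/resazurin added. Fluorescence read after 20 min at RT, 525/598 nm.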
Pf growth 48h: P. falciparum growth inhibition at 48 hours (one generation). P. falciparum luciferase growth in erythrocytes, 48 h. AID 504832. Potency, µM (doses to about 28.7 µM), without a hit: at the top dose activity change, negative = inhibition, most hits filed as inhibitors. 5.9% of 310,000 active; further: potency means the concentration at half of the fitted maximal effect; on the % scale 0 is the no-effect control and ±100 the full control effect
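Here the parasites carry a stable luciferase gene and grow inside erythrocytes in Albumax-based RPMI medium with compound for one erythrocytic cycle. Activity is scored as loss of luminescent signal.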
Shiga toxin inh: blocks Shiga toxin action in Vero cells. Vero cells, Shiga toxin protein synthesis inhibition reporter. inhibition, % at 38.7 µM. 9.2% of 290,000 active. AID 2315; in the data active means inhibition mostly above about 28%, no sharp cut-off; inactive means mostly below about 43%; further: 0% is about no effect
Pf growth 96h: inhibits malaria parasite growth, 96 h | AID 504834 | P. falciparum luciferase reporter growth, 96 h | 6.9% of 320,000 active | Potency, µM (series often up to 28.7 µM), without a hit: top-dose activity change, negative = inhibition, most hits filed as inhibitors; further: potency means the concentration at half of the fitted maximal effect; on the % scale 0 is the no-effect control and ±100 the full control effect
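Readout is luminescence from an integrated firefly luciferase in P. falciparum. Red cells, 2% hematocrit and 0.05% parasitemia final, were cultured with compound through two parasite generations (96 hours) at 37 C, 5% CO2.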
Sm TGR block: blocks Schistosoma mansoni thioredoxin glutathione reductase. Potency, µM (doses to about 114 µM), for the others: top-dose activity change, negative = inhibition, usual class: inhibitors. Q962Y6. 3% of 360,000 active. purified TGR, DTNB reduction, TNB absorbance 405 nm; further: potency means the concentration at half of the fitted maximal effect; on the % scale 0 is the no-effect control and ±100 the full control effect; nearly all actives have a fitted effect of over 60% in size
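TGR 20 nM + NADPH 100 uM (dispensed conc.), cpd preinc 15 min RT; start with NADPH (500 uM addition) then DTNB (15 mM addition). Kinetic TNB absorbance, 405 nm filter. Four-parameter Hill fit across titration.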
CHX counter: affects cycloheximide protein synthesis inhibition readout, counter-screen; max response, %; AID 2314; 12% of 300,000 active; cell reporter, cycloheximide protein synthesis inhibition counterscreen; in the data active means max response mostly above about 13%, no sharp cut-off; inactive means mostly below about 14%; further: read at 38.3 µM for the half of the compounds with a filed dose; 0% is about no effect
Numbers without * were called inactive; ? = inconclusive; . = not tested or not shown; & = joins results of further samples; [ ] = dose if it differs, or a comment. Unless noted, the call rests on the fitted dose curve; in most records, active means well fitted curve in the direction sought with a large enough effect; inconclusive means small, poorly fitted or top-dose-only effect, or another doubt; inactive means no such curve, though single readings can be large; an effect the other way counts as inactive or inconclusive.

(1) CCC(c1nnc(SCC(=O)Nc2cc(Cl)ccc2C#N)n1C1CCCCC1)N(C)C (configuration not stated)
(2) CCN(CC)Cc1cc(NC2=NS(=O)(=O)c3ccccc32)ccc1OC(=O)C(C)C
(3) CCOc1ccc(NS(=O)(=O)c2ccc3ncsc3c2)cc1
(4) Cc1cc(C)c2c(=O)n(CC(=O)Nc3ccc(Cl)cc3)sc2n1
(5) CNC(=S)NNC(=O)Cc1ccc(O)cc1
(6) Nc1nc(Cl)nc2c1ncn2[C@@H]1O[C@H](CO)[C@@H](O)[C@H]1O
(7) Cc1cccc(COC(=O)CCCNC(=O)c2ccc(Cl)cc2)c1
(8) COc1ccc(NC(=O)COc2cccc3c2OC(C)(C)C3)cc1OC
compound no.	1	2	3	4	5	6	7	8
FBPA Giardia inh	-1%	-5%	-17%	-26%	-25%	-4%&1%	.	.
Pf growth 48h	-8%	.	-5%	4%	12%	?	?	-27%
Shiga toxin inh	10	-9	-4	18	14	-14	.	.
Pf growth 96h	-27%	.	3.7µM*	-1%	-13%	6.6µM*	?	?
Sm TGR block	-15%	5%	0%	?	2%	8%	3%	-5%
CHX counter	13	-5	1	1	-3	-3	.	.

(9) O=C1c2cc([N+](=O)[O-])ccc2-c2ncccc21
(10) O=C(NNC(=O)c1ccc(=O)[nH]c1)c1ccc(NS(=O)(=O)c2cccs2)cc1
(11) CCS(=O)(=O)NCCc1csc(-c2ccc(OC)c(OC)c2)n1
(12) Cc1cccc(N(C(=O)Cn2nnc3ccccc32)C(C(=O)NC(C)(C)C)c2ccsc2)c1 (configuration not stated)
(13) Cc1noc(C)c1CCC(=O)NC1CCCN(Cc2ccc(Cl)cc2)C1 (configuration not stated)
(14) CCOc1ccc(CCNC(=O)C2CCCN(c3nnc(-n4cccc4)s3)C2)cc1OCC (configuration not stated)
(15) COc1ccc(-n2nnnc2SCC(=O)Nc2ccc3c(c2)OCCO3)cc1OC
(16) Cc1ccc(/C=N/Nc2ccc3ccccc3n2)o1
compound no.	9	10	11	12	13	14	15	16
FBPA Giardia inh	-8%	.	0%	-1%	.	5%	3%	-21%
Pf growth 48h	?	4%	0%	10µM*	-8%	-6%	-9%	77%[activator]
Shiga toxin inh	14	.	-9	-9	-2	-10	-7	-6
Pf growth 96h	0%	-1%	12%	3.3µM*	?	19%	-23%	-89%
Sm TGR block	-10%	-11%	0%	-25%	-13%	2%	-3%	-34%
CHX counter	1	.	1	7	2	-7	6	2

(17) Cc1ccc(S(=O)(=O)N(C)CC(=O)Oc2ccc(-c3nnco3)cc2)cc1
(18) CCN(Cc1ccccc1)S(=O)(=O)c1ccc(S(=O)(=O)N(Cc2ccccn2)Cc2ccco2)cc1
(19) C/C(=N\NC(=O)c1c(Cl)cnn1C)c1cccc(NC(=O)c2ccc(C)cc2)c1
(20) Cc1cccc(Nc2nc(-c3cccs3)cs2)n1
(21) CN(C)c1ccc(-c2nn3c(-c4ccc(Cl)cc4)nnc3s2)cc1
(22) CCCCNC(=O)COC(=O)c1ccc(Cl)c(S(=O)(=O)N2CCCC2)c1
(23) C/C(=N\NC(=O)c1ccccc1F)c1ccc2c(c1)Nc1ccccc1S2
(24) Cc1ccc2c(c1)C(c1ccccc1)N(C(=O)c1ccc3c(c1)OCO3)CC(=O)N2 (configuration not stated)
compound no.	17	18	19	20	21	22	23	24
FBPA Giardia inh	.	7%	.	-1%	3%	3%	2%	2%
Pf growth 48h	-6%	.	29%	31%[activator]	-8%	.	-12%	?
Shiga toxin inh	.	-16	109*	68*	14	18	65*	9
Pf growth 96h	19%	?	1%	0%	?	?	?	?
Sm TGR block	-26%	?	0%	-3%	0%	16%	-11%	4%
CHX counter	.	1	21*	46*	3	12	34*	-5

(25) Cc1cc(C(=O)Nc2ccc3c(c2)OCCO3)c2ccccc2n1
(26) CN(C)C1=NP(N(C)C)(N(C)C)=NC(c2ccccc2)=N1
(27) C(=N\n1cncn1)/c1ccc(N2CCOCC2)cc1
(28) CSc1ccccc1-n1nnnc1SCC(=O)NCc1cccs1
(29) COc1ccc(/C=N/NC(=O)c2ccc(COc3ccccc3Cl)o2)c(OC)c1C
(30) CNC(=O)CSc1nc2cc(S(=O)(=O)Nc3ccccc3OC)ccc2o1
(31) Cc1ccc(SCCC(=O)NC(C)C)cc1
(32) COc1ccc(C2C(C(=O)Nc3cccc(OC)c3)c3ccccc3C(=O)N2C)cc1 (configuration not stated)
compound no.	25	26	27	28	29	30	31	32
FBPA Giardia inh	1%	12%	3%	-1%	9%	-14%	6%	0%
Pf growth 48h	21%	0%	55%[activator]	-23%	-1%	15%	13%	?
Shiga toxin inh	80*	-12	4	-6	-12	-9	25	-5
Pf growth 96h	-11%	1.7µM*	23%	?	-17%	-17%	2%	1%
Sm TGR block	0%	-1%	-1%	-20%	-6%	4%	-14%	-2%
CHX counter	22*	-1	4	0	-5	-4	19	2

(33) Cc1ccc(Cl)c(NC(=O)CCl)c1Cl
(34) Cc1ccc2c(c1)NC(C(C)(C)C)CO2 (configuration not stated)
(35) CCCCN(CC)C(=O)CSc1nc2c(sc(=S)n2-c2ccc(OCC)cc2)c(=O)[nH]1
(36) CC(=O)N(CN1C(=O)CCC1=O)c1cccc(Cl)c1
(37) CCOc1ccc(-c2nc(CSCC(=O)NCC3CCCO3)c(C)o2)cc1 (configuration not stated)
(38) O=C(Nc1ccn(Cc2c(F)c(F)c(F)c(F)c2F)n1)c1ccc(COc2ccccc2Cl)cc1
(39) Cc1c(-n2c(SCC(N)=O)nc3ccccc3c2=O)c(=O)n(-c2ccccc2)n1C
(40) CCCn1c(=N)n(CC(=O)c2ccco2)c2ccccc21
compound no.	33	34	35	36	37	38	39	40
FBPA Giardia inh	3%	7%	22%	4%	0%	-7%	6%	1%
Pf growth 48h	?	16%	?	1%	43%[activator]	.	12%	20%
Shiga toxin inh	7	-25	-9	-2	26	-5	-1	-5
Pf growth 96h	12µM*	7%	?	16%	13µM*	?	18%	67%[activator]
Sm TGR block	32µM*	-4%	-5%	0%	-32%	-16%	10%	5%
CHX counter	3	-3	0	7	19	2	-8	-3

(41) Cc1ccc(NC(=O)Cn2nnc3ccccc32)cc1
(42) Cc1ccccc1-c1nnc(SCC(=O)N(CC(C)C)c2c(N)n(CC(C)C)c(=O)[nH]c2=O)n1C
(43) COc1cccc(CC(=O)Nc2nc(-c3ccc(OC)c(OC)c3)cs2)c1
(44) COc1ccc(NC(=O)CSCC(=O)N(C)CCOc2ccc(Cl)cc2)cc1
(45) O=C1NC(c2ccc(-c3ccccc3[N+](=O)[O-])o2)C(C(=O)c2ccccc2)C(O)(C(F)(F)F)N1 (configuration not stated)
(46) Cc1occc1-c1nnc(SCC(=O)N2CCCCC2)n1C
(47) Cc1nc(NC(=O)c2ccc(F)cc2)sc1C(=O)Nc1ccc2c(c1)CCC2
(48) COc1ccc(S(=O)(=O)NCCSC(C)(C)C)cc1Cl
compound no.	41	42	43	44	45	46	47	48
FBPA Giardia inh	5%	-1%	-8%	.	-21%	.	-7%	?
Pf growth 48h	96%[activator]	-6%	?	?	10%	-24%	66%[activator]	1%
Shiga toxin inh	68*	2	17	.	-3	.	16	21
Pf growth 96h	-24%	-13%	-23%	?	?	26%	0%	59%[activator]
Sm TGR block	-1%	5%	-2%	4%	-16%	-2%	8%	-1%
CHX counter	37*	-3	-5	.	-2	.	7	0

(49) COCCN(C(=O)C1CCC1)c1nnc(-c2cccnc2)s1
(50) O=C(OCCOc1cccc(Cl)c1)c1cc(S(=O)(=O)N2CCOCC2)ccc1F
(51) CCOC(=O)c1c(C)n(-c2ccc(C)cc2)c2ccc(O)c(CN(C)C)c12
(52) COc1cc(C(=O)OCC(=O)Nc2c(C)n(C)n(-c3ccccc3)c2=O)c([N+](=O)[O-])cc1OC
(53) CCc1ccc(N2CC(C(=O)Nc3cccnc3)CC2=O)cc1 (configuration not stated)
(54) Cc1cc(OCC(=O)N(Cc2ccco2)C2CCS(=O)(=O)C2)ccc1Cl (configuration not stated)
(55) CCOC(=O)CC(NC(=O)C1c2ccccc2Oc2ccccc21)c1ccc(C)cc1 (configuration not stated)
(56) CCCn1nc(NS(C)(=O)=O)c2cc3cccc(C)c3nc21
compound no.	49	50	51	52	53	54	55	56
FBPA Giardia inh	3%	.	0%	.	1%	3%	3%	6%
Pf growth 48h	21%	42%[activator]	10µM*	5%	.	29%	-3%	11%
Shiga toxin inh	23	.	-6	.	-5	-6	-7	-20
Pf growth 96h	14%	?	32%[activator]	-21%	-18%	?	1%	-4%
Sm TGR block	5%	-2%	.	-7%	-3%	-23%	4%	0%
CHX counter	1	.	-6	.	-2	1	-5	-6

(57) O=C(c1ccc2nc(Cc3ccccc3F)oc2c1)N1CC[C@H](O)C1
(58) O=C1CN(S(=O)(=O)c2cccc(Cl)c2Cl)CCN1
(59) Cc1cccc(N2CCN(C(=O)Cc3c(C(=O)O)[nH]c4ccc(Cl)cc34)CC2)c1C
(60) O=C(CSc1nnc(-c2cccnc2)n1Cc1ccco1)N1CCc2ccccc21
(61) CC(C)C[C@H](NC(=O)[C@@H]1O[C@H]1C(=O)O)C(=O)NCCCCN=C(N)N
(62) O=C(Nn1c(SCc2cccc([N+](=O)[O-])c2)nc2ccccc2c1=O)c1ccccc1
(63) COc1ccc(CNC(=O)C2CCN(S(=O)(=O)c3cc(OC)ccc3OC)CC2)cc1
(64) Cc1nccn1Cc1ccc(Cl)nc1
compound no.	57	58	59	60	61	62	63	64
FBPA Giardia inh	7%	.	14%	0%	-9%	6%	5%	-1%
Pf growth 48h	37%[activator]	3%	-5%	-23%	12µM*	179%[activator]	-11%	10µM*
Shiga toxin inh	39*	.	-18	-15	-14	123*	-7	-10
Pf growth 96h	-25%	14%	17%	0%	3.3µM*	6%	.	?
Sm TGR block	0%	3%	-9%	45µM*	-5%	-3%	-9%	-3%
CHX counter	30*	.	-3	1	-3	81*	-2	5

4 compounds already listed, sorted by molecular weight, lowest first:
(64) Cc1nccn1Cc1ccc(Cl)nc1
(58) O=C1CN(S(=O)(=O)c2cccc(Cl)c2Cl)CCN1
(57) O=C(c1ccc2nc(Cc3ccccc3F)oc2c1)N1CC[C@H](O)C1
(61) CC(C)C[C@H](NC(=O)[C@@H]1O[C@H]1C(=O)O)C(=O)NCCCCN=C(N)N
compound no.	64	58	57	61
FBPA Giardia inh	-1%	.	7%	-9%
Pf growth 48h	10µM*	3%	37%[activator]	12µM*
Shiga toxin inh	-10	.	39*	-14
Pf growth 96h	?	14%	-25%	3.3µM*
Sm TGR block	-3%	3%	0%	-5%
CHX counter	5	.	30*	-3

Further structures follow.
(65) COCCCNC(=O)CC(NS(=O)(=O)c1ccc(Cl)cc1)c1ccc(OC)cc1 (configuration not stated)
(66) O=C(NCC1CCCO1)c1ccc2nc(N3CCCCC3)sc2c1 (configuration not stated)
(67) CC(=O)Nc1ccc2c(c1)C(=O)N(c1cccc3ccccc13)C2=O
(68) COC(=O)c1c(NC(=S)NNS(=O)(=O)c2ccc(OC)cc2OC)sc2c1CCCCCC2
(69) COc1ccc(CCNC(=O)C(=O)Nc2ccc3c(c2)OCO3)cc1OC
compound no.	65	66	67	68	69
FBPA Giardia inh	1%	2%	-5%	.	6%
Pf growth 48h	26%	63%[activator]	-14%	-13%	-6%
Shiga toxin inh	-12	88*	-10	22	-4
Pf growth 96h	.	-21%	-6%	35%[activator]	9%
Sm TGR block	-1%	-2%	4%	-1%	1%
CHX counter	6	51*	-2	-3	2

Limited to CHX counter and Sm TGR block, for two of the compounds above:
no.	SMILES	CHX counter	Sm TGR block
67	CC(=O)Nc1ccc2c(c1)C(=O)N(c1cccc3ccccc13)C2=O	-2	4%
66	O=C(NCC1CCCO1)c1ccc2nc(N3CCCCC3)sc2c1 (configuration not stated)	51*	-2%

Bioassay records from PubChem BioAssay.
